bovine MsrA act = activates bovine MsrA enzyme. hit rate 0.3% among 360,000. purified bovine MsrA, absorbance read-out. activation, % at 10.6 µM; in the data active means activation above about 7.5%;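 further: 0% = vehicle and 100% = reference activator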
CSN inh = blocks human CSN-mediated cullin deneddylation; inhibition, % at 12.5 µM; Purified CSN, SCF-Nedd8-OG deneddylation, fluorescence polarization; AID 651999; Q92905; hit rate 0.38% among 360,000;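 active means pattern-corrected inhibition above about 35%, with an unprinted fluorescence ratio check between 0.5 and 1.5, limit read from the data, passing the limit was not always enough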;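 further: 0% = enzyme with substrate and 100% = substrate without enzyme; some results filed as inactive read as strong as hits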
Target sequence (Q92905 whole entry, looked up, one chain of several): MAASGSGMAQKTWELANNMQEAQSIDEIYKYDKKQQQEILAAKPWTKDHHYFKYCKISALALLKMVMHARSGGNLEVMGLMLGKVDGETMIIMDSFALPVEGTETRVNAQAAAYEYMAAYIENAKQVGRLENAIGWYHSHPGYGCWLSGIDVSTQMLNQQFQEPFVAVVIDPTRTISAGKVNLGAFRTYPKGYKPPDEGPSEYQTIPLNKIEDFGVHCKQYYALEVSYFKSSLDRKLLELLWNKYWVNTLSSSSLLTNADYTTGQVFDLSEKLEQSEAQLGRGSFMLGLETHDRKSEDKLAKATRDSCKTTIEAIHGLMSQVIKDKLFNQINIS
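assay system = purified human Csn5 enzyme expressed in HEK293T cells | amount = 0.24 nM enzyme | buffer or medium = Tris/NaCl/DTT buffer, pH 7.5 | reagent = 10 nM SCFSkp2-Nedd8OG | compound = one concentration, 12.5 µM, 0.25% DMSO | times = 90 min reaction at room temperature | signal = FP | read-out basis = % inhibition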
MsrA inhibitor = bovine MsrA inhibition | AID 651718 | hit rate 0.75% among 360,000 | inhibition, % at 15.5 µM | purified bovine MsrA, absorbance read-out; in the data active means inhibition above about 4.5%;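 further: 0% = vehicle wells with enzyme and 100% = reference inhibitor wells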
MLLE-PAM2 inh = inhibitors of microRNA-mediated deadenylation, human PABP1 MLLE binding; inhibition, % at 20 µM; P11940; GST-MLLE / FITC-PAM2 fluorescence polarization; hit rate 0.36% among 360,000; in the data active means inhibition above about 35%, passing the limit was not always enough;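 further: plate controls were DMSO wells with GST-MLLE for no effect and wells lacking GST-MLLE protein for full effect; some results filed as inactive read as strong as hits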
MT1-MMP act inh = MT1-MMP (human) activation inhibition; P50281; HT1080 RFP-PRO-GFP cells, GFP/RFP ratio fluorescence, overnight; percent of plate control window, DMSO zero; GFP/RFP ratio change, % at 20 µM; hit rate 0.061% among 360,000; AID 651647;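 active means GFP/RFP ratio change of at least 30% with cell ATP level not reduced by more than half and red fluorescence within 50% of control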; further: strong numbers were not always called active
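Material: RFP-PRO-GFP reporter HT1080 cells. Dosing: single-point 20 µM compound, 1% DMSO. Controls: DMSO and RFP-L50D-GFP cell wells. Timing: cells overnight before dosing, compound overnight, 37 °C, 5% CO2. Measure: GFP/RFP fluorescence ratio.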
FAS-TE inh = FAS thioesterase (human) inhibition. hit rate 0.67% among 360,000. recombinant FAS-TE, OMFH fluorogenic substrate, fluorescence endpoint. AID 602261. inhibition, % at 15 µM. P49327;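 active means compounds whose normalised, plate-corrected inhibition of enzyme fluorescence in the single-dose primary screen is 50% or more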;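 further: 0% = DMSO with enzyme and 100% = substrate without enzyme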
Rin1-Abl PPI inh = blocks binding of human Rin1 to Abl | P00519+Q13671 | TR-FRET Rin1/Abl binding, biochemical | inhibition, % at 7.35 µM | hit rate 0.4% among 360,000 | AID 588664; in the data active means inhibition above about 5%, passing the limit was not always enough
Rpn11 inh = blocks the human proteasome subunit Rpn11. O00487. human 26S proteasome, Ub4-pepOG fluorescence polarization; 20S core pre-blocked with epoxomicin. calls only at 20 µM. hit rate 0.59% among 360,000. AID 588493;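 active means inhibition at 20 µM, scaled to each plate's controls, above about 33%, limit read from the data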
E coli Lon inh = inhibitors of E. coli Lon protease; P0A9M0; purified E. coli Lon protease, fluorescence polarization; inhibition, % at 7.94 µM; hit rate 0.42% among 360,000; in the data active means inhibition above about 13%, passing the limit was not always enough;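 further: 0% = enzyme with probe and DMSO and 100% = no enzyme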
Target sequence (P0A9M0 whole entry, looked up): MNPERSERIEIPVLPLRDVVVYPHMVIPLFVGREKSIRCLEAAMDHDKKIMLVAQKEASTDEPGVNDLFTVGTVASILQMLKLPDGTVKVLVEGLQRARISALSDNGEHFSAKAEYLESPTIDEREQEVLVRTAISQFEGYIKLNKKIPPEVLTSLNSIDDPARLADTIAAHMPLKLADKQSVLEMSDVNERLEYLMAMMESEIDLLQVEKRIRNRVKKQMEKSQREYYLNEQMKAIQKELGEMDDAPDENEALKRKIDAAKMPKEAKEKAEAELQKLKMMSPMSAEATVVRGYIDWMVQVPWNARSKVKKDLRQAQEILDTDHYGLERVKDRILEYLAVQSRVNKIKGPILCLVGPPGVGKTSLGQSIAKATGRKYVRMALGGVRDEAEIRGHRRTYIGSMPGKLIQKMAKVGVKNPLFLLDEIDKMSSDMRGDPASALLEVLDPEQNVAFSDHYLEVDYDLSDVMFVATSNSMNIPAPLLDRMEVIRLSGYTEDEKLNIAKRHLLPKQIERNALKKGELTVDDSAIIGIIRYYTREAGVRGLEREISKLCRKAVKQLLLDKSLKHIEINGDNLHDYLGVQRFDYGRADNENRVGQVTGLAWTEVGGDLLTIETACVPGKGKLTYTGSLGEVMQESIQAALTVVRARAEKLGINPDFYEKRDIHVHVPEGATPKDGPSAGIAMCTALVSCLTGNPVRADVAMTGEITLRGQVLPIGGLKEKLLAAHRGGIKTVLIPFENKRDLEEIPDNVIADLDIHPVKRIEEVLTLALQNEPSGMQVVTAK
* marks the source's active call; other numbers are inactive results; i = inactive; / = not tested or not shown.

SMILES	bovine MsrA act	CSN inh	MsrA inhibitor	MLLE-PAM2 inh	MT1-MMP act inh	FAS-TE inh	Rin1-Abl PPI inh	Rpn11 inh	E coli Lon inh
COc1ccc(N(CC(=O)N/N=C/c2ccc3c(c2)OCO3)S(=O)(=O)c2ccc(NC(C)=O)cc2)cc1	-4	-1	2.5	-5	-3	15	1	i	5
COC(=O)C(NC(=O)CCc1nnc2ccc(N3CCC(C)CC3)nn12)C(C)C (configuration not stated)	1	0	0.0	-2	2	-3	-2	i	-4
Cc1ccccc1OCC(=O)Nc1ccccc1N1CCOCC1	-1	2	0.9	-2	2	5	1	i	-5
CN(c1ccccc1)c1nc(N)c([N+](=O)[O-])c(N2CCCC2)n1	0	5	2.9	-2	2	5	0	i	2
COc1ccc(NC(=O)CN(C)C(=O)CCc2c[nH]c3ccccc23)cc1	-1	-2	-1.0	12	4	-4	3	i	32*
CCN(CC)CCNC(=O)c1cc(Sc2nnc(C)s2)nc2ccccc12	-5	-8	2.2	7	2	-8	1	i	-4
COc1cc(OC)c(C(=O)OCC(=O)c2cc(C)n(CC3CCCO3)c2C)cc1OC (configuration not stated)	-7	1	1.7	2	4	2	-2	i	-11
CC(=O)Nc1ccc(NC(=O)C(C)OC(=O)CC23CC4CC(CC(Br)(C4)C2)C3)cc1 (configuration not stated)	-2	-2	-1.0	9	-2	7	2	i	2
NC(=O)c1sc2nc3c(cc2c1N)CCC3	-2	2	0.7	15	-10	-2	-7	i	4
Cn1c(=O)cc(OCCCC(=O)NCc2ccccn2)c2ccccc21	-9	-8	-0.5	1	6	-8	3	i	0
CCOC(=O)c1cc(C(C)=O)c(=O)[nH]c1C	3	1	2.3	7	1	-7	-6	i	1
Cc1ccc(C(c2c(NC(=O)c3ccco3)sc(C)c2C)N2CCOCC2)cc1 (configuration not stated)	-4	-4	-0.9	25	-3	41	-2	i	-1
COc1ccccc1-n1c2c(cc(C(=O)N3CCC(C)CC3)c1=O)C(=O)CC(C)(C)C2	-5	-5	-0.8	-19	1	-6	-2	i	4
COc1ccccc1CNC(=O)C1CC(=O)N(c2ccc(C)c(C)c2)C1 (configuration not stated)	-1	-6	0.1	4	-3	-7	2	i	1
Cc1ccc(Cn2c(=O)n(CCC(=O)NCc3ccc4c(c3)OCO4)c(=O)c3ccccc32)cc1	-2	-2	-0.9	4	-2	-9	-2	i	0
COC(=O)c1sc2nc3c(c(-c4cccs4)c2c1N)CCCC3	0	-5	-1.2	18	-5	17	-2	i	2
O=C(O)CC/C(=N\Nc1ccccc1[N+](=O)[O-])c1cccs1	-3	-3	/	14	35*	1	-9	i	1
O=C(c1cn(-c2ccccc2)nc1-c1cccc([N+](=O)[O-])c1)N1CCCCC1	-1	5	0.3	9	0	22	-3	i	-5
C/C(N)=C(/C#N)C(=O)COC(=O)c1cc(-c2cccc3ccccc23)nc2ccccc12	-3	-4	0.1	12	0	11	-4	i	-1
N#Cc1ccsc1NC(=O)CN1CCCCC1	-1	-2	2.9	3	0	-2	-2	i	-1
Fc1ccc(CCNc2ncnc3[nH]ncc23)cc1	-3	0	-1.1	-3	-5	-8	2	i	2
Nc1ccc(-c2ccc(N)c([N+](=O)[O-])c2)cc1[N+](=O)[O-]	-2	1	0.3	0	13	-1	-4	i	-15
CCCNC(=O)CSc1nnc(-c2ccco2)n1C	-11	-4	-0.8	14	1	-18	3	i	12
Cc1ccccc1OCC(=O)Nc1ccc2c(c1)C(=O)N(CCC(=O)O)C2=O	-12	0	3.0	5	4	-4	-2	i	6
O=C(/C(=C/c1ccccc1)n1cncn1)c1ccc(Cl)cc1Cl	-2	-13	-0.8	3	-3	1	-3	i	-10

Later entries:
SMILES	bovine MsrA act	CSN inh	MsrA inhibitor	MLLE-PAM2 inh	MT1-MMP act inh	FAS-TE inh	Rin1-Abl PPI inh	Rpn11 inh	E coli Lon inh
C=CC(=O)NC(NC(=O)C=C)c1ccccc1F	-4	-1	1.6	0	-1	-2	0	i	-3
COc1ccc(NC(=O)C2CCCN(S(C)(=O)=O)C2)c(OC)c1 (configuration not stated)	-8	4	1.1	6	2	1	5	i	-12
O=C(NCCCN1CCCC1=O)Nc1ccccc1Cl	-7	1	0.3	8	3	-4	-1	i	6
O=C(NC1=NCCCCC1)c1cccc2ccccc12	-2	-3	-0.2	2	1	0	-5	i	-13
NC1=NC(=O)/C(=C\c2ccc(-c3ccc(Cl)cc3)o2)S1	-4	6	0.4	-5	-4	-11	1	i	-13
Cc1cc(Nc2ccc(Br)cc2F)n2ncnc2n1	-8	-3	0.9	0	-2	-8	3	i	-1
CCCCn1c(N)c(N(CCC(C)C)C(=O)c2c(C)noc2C)c(=O)[nH]c1=O	-1	-2	-0.9	4	-2	-4	-2	i	0
CC(C)C(NC(=O)c1ccc(F)cc1)C(=O)N1CCC1 (configuration not stated)	-3	2	0.5	15	2	-6	1	i	11
COc1ccccc1/C=c1\sc2nc(-c3ccco3)nn2c1=O	-6	38*	/	-3	-7	3	1	i	-9
Cc1cc(-c2ccccc2)nc(N(C)NC(=O)C(C)(C)C)c1S(C)(=O)=O	-2	-15	1.5	0	-6	1	3	i	1
CCOC(=O)CCC(NC(=O)c1ccccc1C(=O)NC(CCC(=O)OCC)C(=O)OCC)C(=O)OCC (configuration not stated)	-3	-2	1.5	-1	1	-4	0	i	13
CCCCCC(O)(CCN1CCCCC1)c1ccc(OCC)cc1 (configuration not stated)	-3	-6	-1.2	12	-2	-2	3	i	-10
COc1ccc(N2CCN(C(=O)CCCCn3c(=O)[nH]c4ccsc4c3=O)CC2)cc1	-2	-3	-0.5	-3	5	1	-5	i	2
CCOC(=O)Cc1cnc(NC(=O)CSc2nc3ncnc(N)c3[nH]2)s1	7	7	-0.1	6	3	-7	2	i	5
CC1CCCN(S(=O)(=O)c2ccc(C(=O)Nc3nnc(-c4ccco4)o3)cc2)C1 (configuration not stated)	-4	4	1.9	3	-2	-4	-2	i	-10
CCC(=O)C1CCCN(C(=O)CCc2nnc(-c3ccc4c(c3)OCO4)o2)C1 (configuration not stated)	-7	-2	-0.5	1	-3	0	1	i	1
Nc1nccnc1C(=O)OCc1nc2sc3c(c2c(=O)[nH]1)CCCC3	-4	6	2.4	-48	-7	-6	-1	i	-14
Cc1cccc2sc(NC(=O)CSc3nnnn3C)nc12	-3	0	0.1	-2	-4	-3	2	i	-6
COc1ccc(/C=C2\CCCC3C2=NN(C(=O)COC(=O)CNC(=O)c2ccccc2)C3c2ccc(OC)cc2)cc1 (configuration not stated)	-7	5	1.0	-21	11	19	3	i	1
Cc1ccc(C)c(C2C(C#N)=C(N)Oc3cc(C)oc(=O)c32)c1 (configuration not stated)	-6	-9	0.4	-6	3	-8	-4	i	-11
O=C1CC(C(=O)Nc2cccc(Cl)c2)n2ncnc2N1 (configuration not stated)	-3	1	-0.5	-9	2	-1	-4	i	5
O=S(=O)(c1ccc(Cl)s1)N1CCC(Cc2ccccc2)CC1	-3	-1	-0.1	-6	1	23	1	i	-5
Cc1oc(-c2ccc(Cl)cc2)nc1CN1CCCC(C(=O)NCCCN2CCOCC2)C1 (configuration not stated)	-3	7	0.8	-1	14	-6	5	i	-12
COc1ccc(NC(=O)COC(=O)C2C3CC4OC(=O)C2C4C3)cc1 (configuration not stated)	0	-2	-0.9	-7	0	-4	3	i	-2
C[C@]12c3[nH]c4ccccc4c3CCN1C(=O)C(CC(=O)NCCCn1ccnc1)C[C@@H]2C(=O)N1CCCCC1 (some centres not stated)	-7	-4	-0.9	5	-3	-7	0	i	-13

More compounds:
SMILES	bovine MsrA act	CSN inh	MsrA inhibitor	MLLE-PAM2 inh	MT1-MMP act inh	FAS-TE inh	Rin1-Abl PPI inh	Rpn11 inh	E coli Lon inh
CC(C)(C)c1ccc(C(=O)NC(=O)CSc2n[nH]c(N)n2)cc1	-14	-3	-0.4	7	5	-16	3	i	-5
CC(NC(=O)COC(=O)CCc1nc(=O)c2ccccc2n1C)c1ccccc1 (configuration not stated)	6	-4	-0.7	-5	1	-7	0	i	-4
Cc1nnc2sc(-c3ccncc3)nn12	-9	7	-0.3	3	1	-7	2	i	-5
CCOC(=O)CC1CCCCN1C(=O)c1ccc2nc(CCOC)oc2c1 (configuration not stated)	-2	3	1.6	-5	-10	-7	-1	i	4
O=C(COC(=O)c1cc(S(=O)(=O)N2CCCC2)ccc1O)Nc1ccccc1Br	-4	-2	0.0	8	1	0	5	i	5
CCCN(C(=O)CSc1nnnn1C)c1c(N)n(Cc2ccccc2)c(=O)[nH]c1=O	-3	-5	0.8	-10	0	-8	2	i	-3
Cc1cccc(Nc2nc(OCC#N)nc(N(C)C)n2)c1	0	-1	-0.8	-3	0	5	-1	i	-9
CCn1nnnc1SCC(=O)Nc1sc(C)c(C)c1C#N	2	-3	0.8	16	4	-11	4	i	5
CN(CCc1ccccc1)C(=O)c1cccc(NC(=O)Cc2cccc(NC(=O)C3CCN(C(=O)c4ccccc4)CC3)c2)c1	3	4	-0.3	3	1	-2	1	i	4
COc1cccc2sc(N3CCN(c4nc5ccccc5s4)CC3)nc12	-1	-5	0.6	-6	3	-2	2	i	5
O=C1CCCN1CCCNc1nc(NCc2ccccc2)nc2ccsc12	-3	4	-0.1	-2	-9	-5	1	i	-8
CCOc1ccc2nc(S(=O)(=O)NC(=O)C3(C)CCN3C(=O)c3cccc(F)c3)sc2c1 (configuration not stated)	-1	-3	0.7	-8	6	-5	-6	i	7
O=C(CN(c1ccc(F)cc1)S(=O)(=O)c1ccc2c(c1)OCCO2)Nc1ccccc1	-4	-4	0.9	0	-1	16	0	i	-8
COc1ccccc1N1CCN(CCCCOc2c(OC)cccc2OC)CC1	-2	-5	0.4	2	-5	-3	1	i	-1
CC(=O)c1c(COC(=O)c2ccco2)nc2ccccc2[n+]1[O-]	-3	-2	1.7	-2	-1	0	-2	i	-5
CCSc1nnc(NC(=O)Cc2ccc(OC)c(S(=O)(=O)N3CCOCC3)c2)s1	0	5	0.1	4	5	-4	-3	i	4
O=C(Nc1ccc2c(c1)OCCO2)C(CCc1ccccc1)N(Cc1ccccc1)Cc1ccccc1 (configuration not stated)	-3	2	-0.1	3	-8	32	4	i	-4
COC(=O)C(NS(=O)(=O)c1cccc(S(=O)(=O)NC(C(=O)OC)c2ccccc2)c1)c1ccccc1 (configuration not stated)	-1	-3	-1.5	-20	2	-5	2	i	3

No new results follow: an excerpt of the list.
SMILES	bovine MsrA act	CSN inh	MsrA inhibitor	MLLE-PAM2 inh	MT1-MMP act inh	FAS-TE inh	Rin1-Abl PPI inh	Rpn11 inh	E coli Lon inh
O=C(Nc1ccc2c(c1)OCCO2)C(CCc1ccccc1)N(Cc1ccccc1)Cc1ccccc1 (configuration not stated)	-3	2	-0.1	3	-8	32	4	i	-4
COC(=O)C(NS(=O)(=O)c1cccc(S(=O)(=O)NC(C(=O)OC)c2ccccc2)c1)c1ccccc1 (configuration not stated)	-1	-3	-1.5	-20	2	-5	2	i	3

Compound profiles, as listed above. Values in the order: bovine MsrA act, CSN inh, MsrA inhibitor, MLLE-PAM2 inh, MT1-MMP act inh, FAS-TE inh, Rin1-Abl PPI inh, Rpn11 inh, E coli Lon inh
`O=C(Nc1ccc2c(c1)OCCO2)C(CCc1ccccc1)N(Cc1ccccc1)Cc1ccccc1` (configuration not stated) as listed: -3, 2, -0.1, 3, -8, 32, 4, i, -4
`COC(=O)C(NS(=O)(=O)c1cccc(S(=O)(=O)NC(C(=O)OC)c2ccccc2)c1)c1ccccc1` (configuration not stated) as listed: -1, -3, -1.5, -20, 2, -5, 2, i, 3

Compound activity as filed in PubChem.

An unsorted share of the library (roughly 3.7% active in at least one column).
